Screening data as filed in PubChem.
FLuc modulator = qHTS profiling assay for firefly luciferase inhibitor/activator using purifed enzyme and Km concentrations of substrates (counterscreen for miR-21 project) | purified FLuc, Km substrates, luminescence inhibition | Potency, µM (top dose mostly 57.5 µM), for the others: at the top dose activity change, negative = inhibition, hits mostly inhibitors | Luciferin 4-monooxygenase (Photinus pyralis), P08659 | AID 588342, 2011 | 6.9% of 360,000 active; active = well fitted inhibition curve with a large enough effect; inconclusive = small, poorly fitted or top-dose-only effect;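 note: plate controls were vehicle for no effect and reference inhibitor for full effect; nearly all actives have a fitted effect of over 55% in size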
Target sequence (P08659 whole entry, looked up): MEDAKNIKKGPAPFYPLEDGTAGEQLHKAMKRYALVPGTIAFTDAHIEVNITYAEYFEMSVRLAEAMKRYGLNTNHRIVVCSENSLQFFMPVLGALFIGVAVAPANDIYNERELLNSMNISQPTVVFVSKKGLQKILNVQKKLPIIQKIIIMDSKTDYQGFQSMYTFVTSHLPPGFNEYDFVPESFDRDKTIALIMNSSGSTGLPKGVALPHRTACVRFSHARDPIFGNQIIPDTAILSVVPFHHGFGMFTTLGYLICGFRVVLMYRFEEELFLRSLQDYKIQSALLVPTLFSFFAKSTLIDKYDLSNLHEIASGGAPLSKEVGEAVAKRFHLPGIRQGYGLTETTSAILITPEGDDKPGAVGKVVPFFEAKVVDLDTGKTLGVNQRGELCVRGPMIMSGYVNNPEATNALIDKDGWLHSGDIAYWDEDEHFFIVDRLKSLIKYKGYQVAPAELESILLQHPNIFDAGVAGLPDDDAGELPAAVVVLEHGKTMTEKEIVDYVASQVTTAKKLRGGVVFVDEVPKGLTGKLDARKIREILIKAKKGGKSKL
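Purified P. pyralis luciferase (10nM final) with 10uM D-luciferin and 10uM ATP (Km levels) in 50mM Tris acetate pH 7.5, 10mM Mg acetate, 0.01% Tween-20, 0.05% BSA; qHTS 6-point titration, ~60 µM downward; luminescence read.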
Numbers without * were called inactive; ? = inconclusive. Potency is the fitted concentration of half-maximal effect. These rows are one share of the data; the hit share may differ from the screen's.

SMILES	FLuc modulator
Cc1[nH]c2ccc(C(=O)Nc3ccc(F)cc3)cc2c1C	23.9µM*
Cc1cccc(CC(=O)N2CC(=O)Nc3ccc(Br)cc3C2c2ccc(F)cc2)c1 (configuration not stated)	-6.2%
COc1ccccc1C(=O)NC1(C(F)(F)F)C(=O)NC(C)=C1C#N (configuration not stated)	-0.7%
O=C(COc1ccccc1)NCc1ccc2c(c1)CCN2C(=O)c1ccc(Cl)cc1	-24.3%
N#C/C(=C\c1ccccc1)C(=O)Nc1sc2c(c1C(N)=O)CCC2	?
COc1ccccc1CNC(=O)CCC1N=C2c3ccccc3N=C(SCc3ccccc3Cl)N2C1=O (configuration not stated)	0.1%
Cn1c2ccccc2c2cnn(CC(=O)Nc3ccccc3F)c(=O)c21	1.3%
CCCOc1ccc(CNC(=O)C2CCN(C(=O)c3sccc3-n3cccc3)CC2)cc1	-11.3%
CCOc1ccc(CCNC(=O)c2ccc(C)c(-n3c(C)nc4cccnc43)c2)cc1OCC	4.3%
Cc1ccc(C(=O)CSc2nc3cc(C(=O)NC4CCCC4)ccc3c(=O)n2CC2CCCO2)c(C)c1 (configuration not stated)	-1.4%
Cc1cc(Cl)ccc1OCC(=O)N(Cc1ccco1)Cc1ccco1	?
Cc1cc(C)cc(OCc2cc(=O)n3cc(C)sc3n2)c1	1.6%
COc1cccc(-n2c(=O)c3sc4ccccc4c3n(CC(=O)NC3CCCCC3)c2=O)c1	0.0%
O=C(CSc1nnc(-c2ccncc2)n1-c1ccccc1)Nc1ccc(Cl)c(Cl)c1	-1.0%
CCc1ccccc1NC(=O)c1ccc(F)c(S(=O)(=O)N2CCN(c3ccccc3OC)CC2)c1	-6.1%
Cc1ccc(CNC(=O)c2cc(Sc3ccc(F)cc3F)nc3ccccc23)cc1	-0.4%
COc1cc2c(cc1OC)C(c1ccc(F)cc1)N(c1ccc(F)cc1)C(=O)C2 (configuration not stated)	-2.4%
CCN(C(=O)c1cc2c(s1)-c1c(C)cccc1OC2)c1ccccc1F	-1.7%
COc1cccc(CNC(=O)CN2C(=O)N(c3ccc(C)cc3C)S(=O)(=O)c3ccccc32)c1OC	-2.3%
COc1ccc(CNC(=O)c2cnn(-c3ccc(C)cc3)c2C2CCN(C(=O)OC(C)(C)C)CC2)cc1	-5.7%

In the list so far, 3 have an aryl thioether with sulfur outside any ring:
SMILES	FLuc modulator
Cc1ccc(C(=O)CSc2nc3cc(C(=O)NC4CCCC4)ccc3c(=O)n2CC2CCCO2)c(C)c1 (configuration not stated)	-1.4%
O=C(CSc1nnc(-c2ccncc2)n1-c1ccccc1)Nc1ccc(Cl)c(Cl)c1	-1.0%
Cc1ccc(CNC(=O)c2cc(Sc3ccc(F)cc3F)nc3ccccc23)cc1	-0.4%

Returning to the listing; the 3 compounds before the break are reprinted first.
SMILES	FLuc modulator
CCN(C(=O)c1cc2c(s1)-c1c(C)cccc1OC2)c1ccccc1F	-1.7%
COc1cccc(CNC(=O)CN2C(=O)N(c3ccc(C)cc3C)S(=O)(=O)c3ccccc32)c1OC	-2.3%
COc1ccc(CNC(=O)c2cnn(-c3ccc(C)cc3)c2C2CCN(C(=O)OC(C)(C)C)CC2)cc1	-5.7%
Cc1c(F)cccc1NS(=O)(=O)c1cccs1	-18.2%
Cc1cccc(N2CCN(C(=O)c3cc4c(=O)[nH]c5ccc(C)cc5c4s3)CC2C)c1 (configuration not stated)	-7.2%
COc1ccccc1NC(=O)NCc1cccn1Cc1ccccc1	-8.1%
Cc1cc(=O)n(Cc2cccc(Br)c2)c2c1c(C)nn2-c1ccccc1	-0.8%
COc1cccc(CNC(=O)CN2C(=O)CSc3c2c(C)nn3-c2ccccc2)c1OC	1.8%
CCOC(=O)CSc1nc2ccc(NC(=O)COc3ccc(F)cc3)cc2s1	-1.8%
COc1ccc(-c2c(C)c3cc(OC(=O)N4CCOCC4)ccc3oc2=O)cc1	-1.6%
CCOc1ccc(-c2cc(NC(=O)c3ccccc3)c(C(=O)OC)s2)cc1	2.2%
CCOc1ccc(CNC(=O)c2ccc3[nH]c(C)c(C)c3c2)cc1OC	-1.4%
CCCCN(CC)CCCNC(=O)CS(=O)(=O)Cc1nc(-c2ccc(C)cc2)oc1C	-1.7%
COc1ccccc1NC(=O)C1CCN(C(=O)c2sc3nc[nH]c(=O)c3c2C)CC1	-2.5%
O=C(Nc1nc2c(s1)CCCCCC2)Nc1ccc(F)cc1F	1.5%
CC(C)(Oc1ccc(Cl)cc1)C(=O)Nc1nc2ccc(S(C)(=O)=O)cc2s1	-16.4%
CC(=O)c1ccc(N2CCN(S(=O)(=O)c3ccc4c(c3)CC(C)N4C(=O)C3CCC3)CC2)cc1 (configuration not stated)	5.7%
CCOC(=O)c1cccc(NC(=O)CCc2c(C)nn(-c3ccc(N4CCCC4)nn3)c2C)c1	?
N#C/C(=C/c1ccc(O)cc1)c1nc(-c2ccc(-c3ccccc3)cc2)cs1	-17.3%
CCOc1ccc(N(CC)C(=O)c2noc3c2COc2ccc(C)cc2-3)cc1	-2.9%
COc1ccccc1/C=C/c1nc(C#N)c(N2CCCCCC2)o1	1.8%
CCS(=O)(=O)N1CCc2cc(C(=O)NCc3ccc(Cl)cc3)ccc21	-2.3%
Cc1ccccc1CNC(=O)c1ccc(NC(=O)N2CCCCc3ccccc32)cc1	-4.3%
O=C(Nc1ccccc1F)C1CCN(S(=O)(=O)c2ccc3c(c2)CCCN3C(=O)C2CCC2)CC1	0.5%
CCOc1ccccc1NC(=O)N(Cc1ccc(F)cc1)C1CCN(CC)CC1	0.4%
COc1ccccc1CNS(=O)(=O)c1ccc2c(c1)NC(=O)C(C)C(=O)N2 (configuration not stated)	-8.8%
Cc1oc2ccc(O)c(CN3CCOCC3)c2c1C(=O)Nc1ccc(C(C)C)cc1	2.4%
COc1ccc2nc(NC(=O)c3nc(SCc4ccccc4F)ncc3Cl)sc2c1	3.1%
O=C(Nc1ccc(Cl)c(-c2nc3cc(Cl)ccc3o2)c1)c1cc2ccccc2o1	?
Cc1ccc(OCCn2c(-c3ccc(Br)cc3)nc3ccccc3c2=O)cc1C	-13.0%
Cc1cccc(NS(=O)(=O)c2ccc3c(c2)CCCN3C(=O)C2CCC2)c1C	-3.3%
Cc1ccc(-n2nnc(-c3nsc(NC(=O)c4ccccc4C)n3)c2C)cc1Cl	0.2%
CCOc1ccc(-c2nnc(SCC(=O)Nc3ccccc3C(F)(F)F)o2)cc1	-14.3%
Cc1nnc(N2C(=O)c3oc4ccccc4c(=O)c3C2c2ccc(Cl)cc2)s1 (configuration not stated)	1.8%
Cc1cc(C)c2oc(-c3cccc(NC(=O)c4cccc(F)c4)c3C)nc2c1	0.849µM*
CC(C)(C)OC(=O)N1CCC(c2c(C(=O)NCc3ccccc3)cnn2-c2ccccc2)CC1	-1.3%
CCN1CCC(N(Cc2ccc(F)cc2)C(=O)Nc2cc(C)ccc2C)CC1	-1.7%
COc1ccc(NC(=O)CC2C(=O)N(c3ccc(C)cc3)C(=O)N2Cc2ccc3c(c2)OCO3)cc1 (configuration not stated)	1.8%
COc1ccc(NC(=O)Cn2nc(-c3ccccc3)c3cnc4ccc(C)cc4c32)cc1	-1.7%
COc1ccccc1CNC(=O)Cn1c(=O)oc2cc(S(=O)(=O)NCc3ccccc3)ccc21	-14.2%
CN(C)c1ccc(CNC(=O)Cn2c(=O)oc3cc(S(=O)(=O)NCc4ccccc4)ccc32)cc1	-11.4%
COc1ccc(-c2nc(SCC(=O)NCc3ccccc3Cl)n[nH]2)cc1	?
CC(C(=O)NCc1ccccc1)N1Cc2ccccc2C1=O (configuration not stated)	3.1%
COc1ccc(CCNC(=O)c2cc3c(=O)[nH]c4ccc(C)cc4c3s2)cc1OC	-6.9%
COC(=O)c1ccc(NC(=O)CC2C(=O)N(c3cccc(OC)c3)C(=O)N2Cc2ccco2)cc1 (configuration not stated)	-12.6%
CCOc1ccc(NC(=O)C2CCN(S(=O)(=O)c3c(C)noc3/C=C/c3cccs3)CC2)cc1	-4.3%
Cc1ccc(-c2nc3nc(C)cc(N4CCN(c5cc(Cl)ccc5C)CC4)n3n2)cc1	?
CC(C)Cn1c(=O)c2sccc2n2c(CCCC(=O)N3CCN(c4ccc(F)cc4)CC3)nnc12	-2.0%
COc1ccc(-c2nc3scc(CCNS(=O)(=O)c4ccc(NC(C)=O)cc4)n3n2)cc1	?
Cc1ccc(C)c(N2CCN(S(=O)(=O)c3ccc(C4CCCCC4)cc3)CC2)c1	5.6%
CCC1=Nc2cc(C(=O)N3CCC(C)CC3)ccc2Sc2ccc(C)cc21	-6.3%
COc1ccc(-c2nc3cc(C)ccn3c2NC(=O)c2cccc(F)c2)cc1	?
Cc1ccc(NC(=O)N2CCc3c([nH]c4ccccc34)C2c2ccccc2F)c(Cl)c1 (configuration not stated)	-0.9%
COc1ccc(NC(=O)CSC2=Nc3ccccc3C3=NC(CCC(=O)NCc4ccco4)C(=O)N23)cc1 (configuration not stated)	-3.0%
CCCSc1ncc(Cl)c(C(=O)N(Cc2ccc(Cl)cc2)Cc2ccco2)n1	-13.6%
COc1ccc(CCNC(=O)CCc2c(C)nc3nc(C)nn3c2C)cc1OC	0.9%
CCc1ccccc1NC(=O)CSc1nnc(COc2ccccc2Cl)o1	16.9µM*
CCN(C(=O)c1ccc(C(=O)N(CC)c2ccccc2C)cc1)c1ccccc1C	-2.9%
CCCSc1nnc2c(n1)OC(c1cccs1)Nc1ccc(Br)cc1-2 (configuration not stated)	?
O=C(O)C1=CC(c2ccc(Br)cc2)n2ncnc2N1 (configuration not stated)	-3.9%
CCOc1ccc(CNC(=O)CCS(=O)(=O)c2cc3c4c(c2)CCN4C(=O)CC3)cc1	-1.8%
Cc1cc2nc(-c3cccc(NC(=O)COc4ccc(Cl)c(C)c4)c3)oc2cc1C	1.9µM*
COC(=O)c1sc(N2C(=O)c3oc4ccc(C)cc4c(=O)c3C2c2ccc(O)c(OC)c2)nc1C (configuration not stated)	-6.4%
Further compounds.
SMILES	FLuc modulator
Cc1cc(C)n2c(Nc3ccc4c(c3)OCCO4)c(-c3ccc(Cl)cc3)nc2n1	-9.7%
Cc1ccc(N(CC(O)Cn2c3ccccc3c3ccccc32)S(=O)(=O)c2ccc(F)cc2)cc1 (configuration not stated)	-6.9%
COc1ccc(-c2nc(SCC(=O)NCCCc3ccccc3)n[nH]2)cc1	?
CN1CCN(C(c2ccc(F)cc2)c2sc3nc(-c4ccco4)nn3c2O)CC1 (configuration not stated)	2.5%
O=c1nc2n(-c3ccccc3F)c3ccccc3cc-2c(=O)[nH]1	-0.1%
Cc1noc(/C=C/c2ccccc2F)c1S(=O)(=O)N1CCC(C(=O)N(C)Cc2ccco2)CC1	0.7%
O=C(NCCC1=CCCCC1)c1ccc2c(c1)N(Cc1cccc(Cl)c1)C(=O)c1ccccc1S2=O (configuration not stated)	-8.6%
O=C(CN1CCCN(S(=O)(=O)c2ccc(Br)cc2)CC1)Nc1cccc(C(F)(F)F)c1	-0.7%
COc1ccc(NC(=O)Nc2nnc(N3CCCCCC3)s2)c(OC)c1	-0.8%
CCc1ccccc1NC(=O)CCNS(=O)(=O)c1ccc2c(c1)CCN2C(=O)C1CC1	3.3%
COc1ccc(OC)c(CNC(=O)C2CCN(c3ncnc4c3nc3n4CCCCC3)CC2)c1	3.0%
CN(Cc1ccccc1)C(=O)Cn1ncc2c3ccccc3n(Cc3cccc(Cl)c3)c2c1=O	0.6%
CC1=C(C(=O)OC2CCCC2)C(c2c(Cl)cccc2Cl)CC(=O)N1 (configuration not stated)	-15.1%
CCCN(c1ccc(C(C)C)cc1)S(=O)(=O)c1ccc2c(c1)CCN2C(=O)CC	-2.2%
O=C(NCCn1cc(SCc2ccccc2F)c2ccccc21)c1cccs1	-6.6%
CC1=C(c2ccc(C)cc2)S(=O)(=O)NC1=NCCCN1CCN(c2ccccc2F)CC1	-0.1%
Cc1cc(C(=O)Nc2cccc(F)c2)c2c(C)nn(-c3cccc(Cl)c3C)c2n1	-3.9%
COc1ccccc1CCNC(=O)c1ccc2c(c1)c(C)c(C)n2Cc1ccc(Cl)cc1	1.3%
Cc1ccc(CNC(=O)c2c(-c3ccccc3F)noc2C)o1	-4.0%
CCCCc1ccc(NC(=O)C2(C)Cc3ccccc3C(=O)O2)cc1 (configuration not stated)	-1.8%

Shown with bars between the fields: part of the list above
SMILES | FLuc modulator
CCOc1ccc(-c2nnc(SCC(=O)Nc3ccccc3C(F)(F)F)o2)cc1 | -14.3%
CN1CCN(C(c2ccc(F)cc2)c2sc3nc(-c4ccco4)nn3c2O)CC1 (configuration not stated) | 2.5%
Cc1cccc(CC(=O)N2CC(=O)Nc3ccc(Br)cc3C2c2ccc(F)cc2)c1 (configuration not stated) | -6.2%
Cc1ccc(C(=O)CSc2nc3cc(C(=O)NC4CCCC4)ccc3c(=O)n2CC2CCCO2)c(C)c1 (configuration not stated) | -1.4%
Cc1ccccc1CNC(=O)c1ccc(NC(=O)N2CCCCc3ccccc32)cc1 | -4.3%
COc1ccccc1C(=O)NC1(C(F)(F)F)C(=O)NC(C)=C1C#N (configuration not stated) | -0.7%

(list continues)
SMILES	FLuc modulator
CCCCC12CN3CC(C)(CN(C1)C3c1c(C)[nH]c(=O)[nH]c1=O)C2=O (configuration not stated)	-1.1%
Cc1ccc(Cl)cc1NC(=O)NCc1cccn1Cc1ccc(F)cc1	-4.3%
CC(C)(C)c1ccc(C(=O)N(Cc2ccc(F)cc2)Cc2ccco2)cc1	0.0%
COc1ccc(N2CCN(S(=O)(=O)c3c(C)[nH]c(=O)[nH]c3=O)CC2)cc1	2.1%
Cc1ccn2c(=O)c(NC(=O)c3cccc([N+](=O)[O-])c3C)c(C)nc2c1	-3.5%
Cc1cc(C)nc(NS(=O)(=O)c2ccc(NC(=O)COc3ccc(Cl)cc3C)cc2)n1	?
CCOC(=O)c1ccc(NC(=O)c2ccc(-c3cccc(Cl)c3C)o2)cc1	-11.5%
O=C(Nc1cccc(Cl)c1Cl)c1cc(S(=O)(=O)NCc2ccc3c(c2)OCO3)ccc1F	-10.5%
